High-throughput results: PubChem, National Center for Advancing Translational Sciences (NCATS)
PLK1 PBD block = PLK1 (human) polo-box domain binding inhibition. P53350. Plk1 PBD binding of FITC phosphopeptide, fluorescence polarization. Potency, µM, without a hit: max response, negative = inhibition, most hits filed as inhibitors. actives 2.8% (n = 360,000). AID 720504; further: potency means the concentration at half of the fitted maximal effect; series mostly up to about 57 µM; on the % scale 0 is the no-effect control and ±100 the full control effect; nearly all actives have a fitted effect of over 65% in size
EPAC2 antag = blocks human EPAC2 exchange factor; EPAC2 GEF exchange of Rap1B-BODIPY-GDP, fluorescence; Potency, µM (series often up to 114 µM), for inactives: at the highest dose activity, negative = inhibition, actives largely listed as inhibitors; actives 0.18% (n = 360,000); AID 720708; further: potency means the concentration at half of the fitted maximal effect; on the % scale 0 is the no-effect control and ±100 the full control effect; nearly all actives have a fitted effect of over 45% in size; many of its hits are not listed in these tables
WRN inhibitor = blocks human WRN helicase; Q14191; WRN helicase unwinding, fluorescent forked duplex, kinetic; Potency, µM (titrated, usually from 114 µM), for the others: at the top dose activity change, negative = inhibition, hits mostly inhibitors; actives 0.46% (n = 360,000); AID 651768; further: potency means the concentration at half of the fitted maximal effect; on the % scale 0 is the no-effect control and ±100 the full control effect; nearly all actives have a fitted effect of over 55% in size
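WRN at 20 nM final was preincubated with compound for 15 min at room temperature; reaction started with 100 nM forked duplex oligonucleotide carrying fluorophore and quencher plus 2 mM ATP (final). Unwinding followed kinetically by red fluorescence (ex 525/em 598 nm).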
CCT chaperon mod = changes cytosolic chaperonin activity | purified chaperonin ATPase assay, HTRF ADP detection, 30 min | activity change, % (test concentration not listed), hits read low | actives 0.3% (n = 360,000); in the data active means activity change below about -30%; further: on the % scale 0 is the no-effect control and ±100 the full control effect
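First, chaperonin was dispensed at 40 nM or 20 nM final depending on batch activity. Next, compounds were pinned at 76 uM and ATP added at 10 uM. After 30 min at 37 °C, ADP detection reagents ran 30 min at ambient temperature.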
PI5P4K alpha inh = inhibitors of human PI5P4K alpha. actives 1.2% (n = 330,000). P48426. PI5P4Kalpha enzyme, ADP-Glo luminescence, 60 min; hits give low values. max response, %; active means max response of -50% or lower; inconclusive means between -30% and -50%; inactive means -30% or higher; further: value at the top dose of about 77 µM; on the % scale 0 is the no-effect control and ±100 the full control effect
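Compounds were pin-transferred onto PI5P4Kalpha and substrate in HEPES pH 7.4 buffer with EGTA, CHAPS and 5% DMSO. ATP (5 microM final) started the reaction, which ran 60 minutes at room temperature before ADP-Glo detection.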
Mm-Cpn inhibitor = blocks the Methanococcus maripaludis chaperonin Mm-Cpn | purified Mm-Cpn ATPase, ADP Transcreener TR-FRET | Potency, µM (highest dose often 76.9 µM), without a hit: at the highest dose activity, negative = inhibition, hits mostly inhibitors | actives 0.031% (n = 330,000) | AID 504842; further: potency means the concentration at half of the fitted maximal effect; on the % scale 0 is the no-effect control and ±100 the full control effect; nearly all actives have a fitted effect of over 80% in size
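Quantitative HTS used 25 nM Mm-CPN and 10 uM ATP in magnesium/KCl Tris buffer, pH 7.4, with 1 mM DTT. Hydrolysis ran 30 min at 37°C; ADP was read by HTRF.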
EPAC1 agonist = activates human EPAC1 exchange factor | actives 0.073% (n = 360,000) | EPAC1 agonist qHTS, biochemical assay; response scale: 100% = response to 6.5 mM cAMP | Potency, µM (highest dose often 154 µM), for the others: at the top dose activation, actives largely listed as activators | O95398; further: potency means the concentration at half of the fitted maximal effect; nearly all actives have a fitted effect of over 60% in size
Target sequence (O95398 whole entry, looked up): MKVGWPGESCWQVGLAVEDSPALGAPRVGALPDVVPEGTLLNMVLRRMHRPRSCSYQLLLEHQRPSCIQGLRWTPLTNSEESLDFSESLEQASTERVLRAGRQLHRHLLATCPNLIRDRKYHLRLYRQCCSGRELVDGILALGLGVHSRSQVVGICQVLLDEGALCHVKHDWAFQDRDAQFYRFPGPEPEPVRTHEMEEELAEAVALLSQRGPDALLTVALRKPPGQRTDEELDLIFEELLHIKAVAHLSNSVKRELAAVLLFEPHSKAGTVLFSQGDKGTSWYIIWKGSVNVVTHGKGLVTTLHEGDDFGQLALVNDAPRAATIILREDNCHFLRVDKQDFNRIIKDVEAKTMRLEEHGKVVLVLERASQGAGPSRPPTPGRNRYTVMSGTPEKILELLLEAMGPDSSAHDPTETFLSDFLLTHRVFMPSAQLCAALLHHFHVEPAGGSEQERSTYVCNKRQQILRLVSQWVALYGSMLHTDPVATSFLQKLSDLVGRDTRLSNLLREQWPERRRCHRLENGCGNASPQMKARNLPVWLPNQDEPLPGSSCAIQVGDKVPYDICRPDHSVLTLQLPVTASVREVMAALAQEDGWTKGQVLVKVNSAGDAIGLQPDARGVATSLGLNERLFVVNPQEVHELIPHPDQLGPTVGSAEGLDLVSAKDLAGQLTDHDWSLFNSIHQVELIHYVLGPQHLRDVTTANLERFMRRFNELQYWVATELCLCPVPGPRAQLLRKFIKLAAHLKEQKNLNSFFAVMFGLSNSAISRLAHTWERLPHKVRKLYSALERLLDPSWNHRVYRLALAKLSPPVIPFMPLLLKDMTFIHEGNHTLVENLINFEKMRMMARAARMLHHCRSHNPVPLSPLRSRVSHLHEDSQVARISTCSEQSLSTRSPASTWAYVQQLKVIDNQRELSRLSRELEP
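Nucleotide exchange by EPAC1 (100 nM) on Rap1B–BODIPY-GDP (250 nM) in the presence of 50 uM GDP is tracked fluorescently at 480/540 nm over 30 min. Signals are normalized to a 6.5 mM cAMP control.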
EPAC1 antag = blocks human EPAC1 exchange factor; O95398; EPAC1 GEF assay, Rap1b-BODIPY-GDP exchange fluorescence; Potency, µM (doses to about 115 µM), without a hit: at the highest dose activity change, negative = inhibition, actives largely listed as inhibitors; actives 0.14% (n = 360,000); AID 720709;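 further: potency means the concentration at half of the fitted maximal effect; plate controls were vehicle for no effect and positive control for full effect; nearly all actives have a fitted effect of over 50% in size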
An asterisk follows results filed as active; ? = inconclusive; / = not tested or not shown; [ ] = remark or other dose. Unless noted, the call rests on the fitted dose curve; in most records, active means well fitted curve in the direction sought with a large enough effect; inconclusive means small, poorly fitted or top-dose-only effect, or another doubt; inactive means no such curve, though single readings can be large; an effect the other way counts as inactive or inconclusive. Only part of the results is shown; the hit share may differ from the screen's.

Sample of the layout (2 entries):
SMILES | PLK1 PBD block | EPAC2 antag | WRN inhibitor | CCT chaperon mod | PI5P4K alpha inh | Mm-Cpn inhibitor | EPAC1 agonist | EPAC1 antag
CCCCN1C=C(C(=O)OC)C(c2ccccc2Cl)C(C(=O)OC)=C1 | -3% | ? | 0% | -1.9 | -3 | 0% | 2% | -15%
CNC(=O)Nc1cc(NC(=O)NC)cc(C(F)(F)F)c1 | 3% | 9% | -6% | -0.2 | 2 | 1% | -1% | 4%

The listing, from the start:
SMILES | PLK1 PBD block | EPAC2 antag | WRN inhibitor | CCT chaperon mod | PI5P4K alpha inh | Mm-Cpn inhibitor | EPAC1 agonist | EPAC1 antag
CCCCN1C=C(C(=O)OC)C(c2ccccc2Cl)C(C(=O)OC)=C1 | -3% | ? | 0% | -1.9 | -3 | 0% | 2% | -15%
CNC(=O)Nc1cc(NC(=O)NC)cc(C(F)(F)F)c1 | 3% | 9% | -6% | -0.2 | 2 | 1% | -1% | 4%
NS(=O)(=O)c1ccc(NC(=O)c2ccc(S(=O)(=O)N3CCCCC3)cc2)cc1 | 1% | -2% | -4% | -6.0 | -1 | -4% | -9% | 7%
O=C(c1cccs1)N1CCN=C1SCc1ccccc1 | -10% | 2% | 4% | 0.4 | 0 | 1% | -1% | 7%
CCOC(=O)c1c(C)[nH]c(C(=O)COC(=O)CNS(=O)(=O)c2ccc(C)cc2)c1C | 4% | 3% | -10% | -2.2 | -8 | -2% | -9% | -9%
COC(=O)c1ccccc1NS(=O)(=O)c1ccc2[nH]c(=O)[nH]c2c1 | 4% | 4% | -3% | -1.3 | -1 | -1% | 3% | 7%
Cc1ccccc1OCCN1CCC(Cc2ccccc2)CC1 | -4% | 4% | 5% | -2.2 | -1 | -1% | 2% | -25%
Cc1cc(C)cc(NC(=O)COC(=O)CN=C2NS(=O)(=O)c3ccccc32)c1 | -1% | 20% | 5% | -3.3 | 6 | -5% | 3% | 10%
O=C(COC(=O)C1COc2ccccc2O1)NC1CCCCC1 (centres undefined) | -1% | 1% | -9% | -0.9 | 3 | 2% | 0% | -8%
CCOc1ccc(C(=O)CCNC(Cc2cnc[nH]2)C(=O)O)cc1 (centres undefined) | -12% | 7% | 0% | -1.6 | / | 1% | -4% | 9%
CCOC(=O)C1CCN(C(=O)c2cccc(NC3=NC4CS(=O)(=O)CC4S3)c2)CC1 (centres undefined) | -1% | -9% | -1% | 0.0 | 2 | -1% | -4% | -5%
Cc1ccccc1S(=O)(=O)NC1OC(=O)C(Oc2ccccc2)=C1Br (centres undefined) | ? | 0% | -27% | -6.3 | -11 | -4% | 13% | -4%
COC(=O)Cc1c(C)c2ccc(OCC(=O)NC3CCS(=O)(=O)C3)cc2oc1=O (centres undefined) | -8% | 3% | 5% | -0.9 | -3 | -1% | 6% | 5%
CC(NC(=O)c1ccnn1C)C1CCCO1 (centres undefined) | -13% | 0%[57.1 µM] | 3% | -10 | ? | 0% | -3% | -25%
O=C(CCN1C(=O)C2CC=C(Cl)CC2C1=O)NC1CCCCC1 (centres undefined) | -4% | 1% | -5% | -0.8 | / | ? | 2% | 4%
Cc1ccc(-n2nccc2-c2nn(-c3cccc(C(F)(F)F)c3)c(=O)n(C)c2=O)cc1 | -5% | -9% | 7% | -1.2 | 7 | 1% | 6% | -22%
CCOC(=O)C(CC)Sc1nnc2n1C(C)(C)Cc1ccccc1-2 (centres undefined) | -8% | -5%[57.1 µM] | 11% | 0.7 | -1 | 2% | -2% | 2%
COc1cc(NS(=O)(=O)c2ccc(NC(=S)NC(=O)COc3ccccc3OC)cc2)nc(OC)n1 | -12% | -6% | -3% | -1.3 | 3 | -4% | 8% | -6%
COC(=O)c1cc(=O)n(-c2c(Cl)cc(C(F)(F)F)cc2Cl)[nH]1 | 0% | 8% | 0% | -0.2 | 2 | 0% | 4% | 8%
O=S1(=O)N[C@@H](CC2CCCCC2)COc2cc(Br)ccc21 | -19% | -6% | 1% | -0.1 | -22 | 1% | -9% | 0%
CCCn1c(=N)c(C(=O)NC2CCCC2)cc2c(=O)n3cccc(C)c3nc21 | 0% | -5% | 16% | -0.6 | 0 | -3% | -2% | 1%
COCCCNC(=O)/C(C#N)=c1\s/c(=C\c2ccccc2OC(F)F)c(=O)n1CCCOC | 9% | 7% | -29%[57.1 µM] | -1.7 | 2 | -2% | -21% | 30%
COc1ccc(-c2cc(-c3ccccc3)nc(=O)[nH]2)cc1 | -22% | 3% | 5% | -3.3 | 4 | -1% | 16% | -5%
Cc1ccc2nc(NC(=O)CN3CCOCC3)sc2c1 | -8% | -2% | -2% | -0.9 | / | 1% | 5% | -7%
COc1ccc(OC)c(NC(=O)CCN2C(=O)c3cccc([N+](=O)[O-])c3C2=O)c1 | 2% | -1% | 7% | -1.6 | -9 | 0% | -2% | -13%
COc1ccc2nc(SCC(=O)N3CCN(c4ccc(F)cc4)CC3)c(C#N)cc2c1 | 3µM* | -1% | -21% | 2.6 | -50* | -6% | 2% | 8%
Cc1cc(C)n(NC(=S)NC2CCCC2)c(=O)c1C#N | -11% | -7% | -3% | -1.1 | -8 | 1% | 0% | 6%
O=S(=O)(c1ccc(NCCOc2ccccc2)nc1)N1CCCC1 | -1% | -6% | -8% | 0.8 | 3 | 2% | 3% | 1%
O=C(CN1CCN(Cc2ccccc2)CC1)Nc1ccc(Br)cc1 | -11% | 3% | -1% | -0.7 | 4 | 0% | 6% | 1%
COc1ccc(/C=C/C(=O)O)cc1S(=O)(=O)N1CCC(Cc2ccccc2)CC1 | -14% | 0% | -20% | 0.9 | ? | 1% | -1% | -23%
COc1ccccc1N(CC(=O)NCc1cccnc1)S(C)(=O)=O | -5% | 2% | -4% | -0.9 | / | 2% | 8% | -4%
COc1ccc(C(CCN2CCOCC2)c2c(OC)cc(OC)c3c(-c4ccccc4)cc(=O)oc23)cc1 (centres undefined) | -12% | -17% | -14% | 1.8 | 1 | 2% | 12% | -14%
O=C(CN1CCN(c2ccccc2)CC1)Nc1scc2c1c(=O)oc1ccccc12 | -4% | 8% | -2% | -1.9 | -3 | 2% | -10% | -5%
COc1cc(C2C(C(=O)c3ccc(C)o3)=C(O)C(=O)N2c2cc(C)on2)ccc1O (centres undefined) | -8% | 4% | 9% | -11 | -2 | 0% | 9% | -13%
COc1ccc(S(=O)(=O)Nc2ccc(C)c(S(=O)(=O)N3CCOCC3)c2)cc1[N+](=O)[O-] | 0% | -5% | 8% | -2.1 | 3 | -2% | 8% | 8%
Clc1ncnc2scc(-c3ccc(Br)cc3)c12 | -13% | 5% | 0% | -1.6 | 9 | -3% | 0% | -17%
Cc1nc(N2CCCC2C(=O)O)c2oc3ccccc3c2n1 (centres undefined) | -7% | -7% | -7% | -0.6 | 5 | 4% | 11% | -18%
Cc1ccc(-c2onc3ccc(C(=O)/C=C/N(C)C)cc23)cc1 | 3% | -18% | -12% | 2.7 | ? | -1% | 2% | -19%
CN(c1ccc(C(=O)Nc2ccccc2C(F)(F)F)cc1)S(C)(=O)=O | -4% | 5% | -1% | 2.1 | 6 | 0% | 9% | 2%
O=C(N/N=C/c1cccs1)c1ccc(NC(=O)c2ccccc2Cl)cc1 | -6% | 0% | -36%[57.1 µM] | -3.7 | -3 | -2% | 13% | -21%
O=[N+]([O-])c1ccc(Oc2ncccn2)cc1 | -13% | -3% | 0% | -2.8 | -12 | / | 0% | -3%
CCOC(=O)CSC(=S)NC(=O)c1ccc(OC)cc1 | 3µM* | -2% | -2% | -2.0 | ? | -22% | -2% | 2%
Nc1nc(-c2ccco2)nn1C(=O)c1ccccc1 | -16% | 5% | 3% | -0.6 | -7 | 1% | -4% | 6%
COc1ccc(-c2cc(C(F)(F)F)nc(S(=O)(=O)CCC(=O)N3CCOCC3)n2)cc1 | ? | -8% | 18% | -1.8 | 6 | 1% | -3% | 5%
CCOC(=O)N1CCN(CCC(=O)Nc2cc(C)ccc2C)CC1 | 4% | -7% | -5% | -0.9 | -1 | -3% | 8% | -6%
Nc1ncnc2c1ccn2[C@H]1CN(Cc2ccc3c(c2)OCO3)C[C@@H](COC(=O)c2ccccc2)O1 | 7% | 3% | -2% | 0.4 | -4 | / | 19% | -10%
CCNc1nc(Oc2ccc(C(=O)OC)cc2)nc(N(C)C)n1 | 1% | -7%[57.1 µM] | -2% | 1.4 | -3 | 1% | 3% | -5%
CC(=O)N1CCN(S(=O)(=O)c2ccc(S(=O)(=O)NC3CCCCC3)cc2)CC1 | -10% | -8% | -2% | -1.6 | 2 | -1% | 7% | 6%
CSc1ccccc1C(=O)C1CCCN(C(=O)c2ccc(N3CCOCC3)cc2)C1 (centres undefined) | ? | -4% | -5% | -1.7 | 6 | -1% | 3% | -2%
CCc1c(C)c(C#N)c2nc3ccccc3n2c1Nc1c(C)n(C)n(-c2ccccc2)c1=O | -2% | 9% | 9% | -2.1 | / | 0% | -4% | -5%

(more compounds)
SMILES | PLK1 PBD block | EPAC2 antag | WRN inhibitor | CCT chaperon mod | PI5P4K alpha inh | Mm-Cpn inhibitor | EPAC1 agonist | EPAC1 antag
Cc1ccc(C(=O)NNC(=O)c2ccc3ccccc3c2O)cc1 | -11% | -18% | -1% | -4.1 | 0 | 0% | 2% | -13%
O=c1c2ccccc2cnn1Cc1cccc(Br)c1 | 4% | ? | -1% | -0.8 | 1 | -7% | -1% | -10%
Cc1nccn1-c1ccc(C=O)cc1 | -7% | 4% | 0% | -0.3 | 2 | 2% | 7% | -3%
COc1ccc(OC)c(S(=O)(=O)NCc2cn3cccc(C)c3n2)c1 | -1% | 0% | 3% | -3.4 | / | 1% | 15% | -11%
CC(C)c1cccc(C(C)C)c1NC(=O)COC(=O)C1=COCCO1 | -11% | 6% | 8% | -0.4 | 0 | 1% | 2% | -2%
CN(Cc1cccc2cnccc12)C(=O)CCc1nnc(CCc2ccccc2)o1 | 2% | 5% | 1% | -1.0 | 2 | 3% | -3% | 11%
O=C(OCC(=O)N1CCN(C(=O)c2ccco2)CC1)c1cc(F)c(F)cc1Cl | 5% | 12% | 9% | -0.5 | 2 | 0% | -12% | -21%
COc1ccc(N2CCN(C(=O)CSc3nnc4n3C(C)(C)Cc3ccccc3-4)CC2)cc1 | -3% | 8% | -3% | 0.5 | / | 0% | 0% | -2%
CCN(CC)CCSc1nc2c([nH]1)c(=S)n(C)c(=O)n2C | 0% | 6% | -2% | 1.0 | 6 | / | 1% | -13%
O=C(CSc1nc2ccccc2o1)Nc1ccc(N2CCOCC2)c(Cl)c1 | -6% | -11% | -3% | 1.3 | -5 | 0% | 11% | -22%
